Screens deposited in PubChem BioAssay by several laboratories.
V-ATPase pHluor: regulators of yeast V-ATPase proton pumping, primary screen, pHLuorin cytosolic pH fluorescence; S. cerevisiae; response, % at 10 µM; 350,000 compounds, 0.37% hits; in the data active = response mostly above about 7.3%, no sharp cut-off; inactive = mostly below about 5.4%; note: actives read high; inactives centre near 0; some compounds called inactive have numbers as strong as hits; reference of the scale not given here
CDK5 inh: inhibitors of human CDK5/p35 kinase, primary screen, biochemical, single concentration | 330,000 compounds, 0.01% hits | Cyclin-dependent kinase 5 (Homo sapiens) + Cyclin-dependent kinase 5 activator 1 (Homo … | Recombinant CDK5/p35, ADP-Glo luminescence, 60 min | AID 488839, 2010 | inhibition, % at 10 µM;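 active = highest replicate inhibition of at least 50% and at least 75% of replicates reaching 50%; inconclusive = only one of the two criteria met; inactive = both criteria failed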;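 note: plate controls were DMSO neutral control for no effect and GW8510 at 10 µM for full effect; many of its hits are not listed in these tables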
Target sequence (Q00535 whole entry, looked up): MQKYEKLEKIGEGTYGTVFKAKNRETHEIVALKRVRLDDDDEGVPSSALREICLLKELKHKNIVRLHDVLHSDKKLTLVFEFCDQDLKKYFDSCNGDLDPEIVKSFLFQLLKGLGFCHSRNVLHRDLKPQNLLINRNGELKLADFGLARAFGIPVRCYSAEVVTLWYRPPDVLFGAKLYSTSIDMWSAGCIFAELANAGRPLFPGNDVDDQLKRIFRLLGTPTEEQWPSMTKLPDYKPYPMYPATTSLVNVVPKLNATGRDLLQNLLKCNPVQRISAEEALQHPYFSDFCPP
Target sequence (Q15078 whole entry, looked up): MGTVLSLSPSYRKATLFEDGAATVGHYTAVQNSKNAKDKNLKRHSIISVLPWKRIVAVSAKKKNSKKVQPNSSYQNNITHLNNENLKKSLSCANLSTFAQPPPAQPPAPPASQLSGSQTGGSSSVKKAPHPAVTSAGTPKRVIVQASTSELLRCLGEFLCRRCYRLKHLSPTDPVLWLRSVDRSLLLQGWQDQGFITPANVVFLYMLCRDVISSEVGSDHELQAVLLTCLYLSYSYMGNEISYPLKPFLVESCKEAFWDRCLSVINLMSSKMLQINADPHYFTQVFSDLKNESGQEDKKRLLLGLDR
Tat transport: E. coli Tat export inhibitors, primary screen, MC4100, TorA-mCherry reporter, fluorescence, single point | 340,000 compounds, 0.036% hits | inhibition, % at 10 µM | AID 488895, 2010;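 active = mean replicate inhibition at least 50% and at least half of replicates individually reaching 50%; inconclusive = only one of the two criteria met; inactive = neither criterion met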;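 note: exported cargo escapes ClpAP degradation while cytoplasmic cargo is degraded and loses fluorescence; 0% = median of neutral control wells and 100% = median of NaSCN control wells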
dFosB activator: activators of delta FosB homodimer, primary screen, biochemical, fluorescence polarization, TAMRA-CDK5 oligo, single point. 340,000 compounds, 0.99% hits. AID 493131, 2011. activation, % at 25 µM. Protein FosB (Mus musculus), P13346. purified delta FosB; percent of positive-control signal above neutral wells;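 active = mean activation above about 17%, with every replicate also reaching it, limit read from the data, passing the limit was not always enough; inconclusive = only one of the two conditions met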;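 note: fluorescence polarization rise as delta FosB binds a TAMRA Cdk5 AP-1 oligo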
Rtt109 Vps75: inhibitors of C. albicans Rtt109/Vps75 HAT, primary screen, biochemical, ThioGlo CoA-SH fluorescence, plate reader; Histone acetyltransferase RTT109 (Candida albicans (strain SC5314 / ATCC MYA-2876)), …; 330,000 compounds, 0.16% hits; inhibition, % at 34.9 µM; purified Rtt109/Vps75, 4 h;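 active = inhibition of at least 50% in every replicate; inconclusive = best replicate reaches 50% inhibition but some replicates fall short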
Target sequence (Q5AAJ8 whole entry, looked up): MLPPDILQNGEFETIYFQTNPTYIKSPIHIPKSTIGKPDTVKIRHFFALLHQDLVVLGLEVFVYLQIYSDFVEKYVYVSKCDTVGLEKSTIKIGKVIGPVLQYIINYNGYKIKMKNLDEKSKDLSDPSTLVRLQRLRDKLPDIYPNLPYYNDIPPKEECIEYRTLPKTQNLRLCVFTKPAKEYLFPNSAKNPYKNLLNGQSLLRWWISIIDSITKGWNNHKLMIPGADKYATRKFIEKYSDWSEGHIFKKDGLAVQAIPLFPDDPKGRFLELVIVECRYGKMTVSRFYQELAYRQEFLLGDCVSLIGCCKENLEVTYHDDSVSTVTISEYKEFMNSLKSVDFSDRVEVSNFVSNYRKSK
RTF Ca sens act: cardiac RTF calcium sensitivity activators, primary screen, biochemical, IANBD-TnC fluorescence, EC20 calcium; Troponin I, cardiac muscle (Homo sapiens) + Troponin T, cardiac muscle (Homo sapiens) + …; IANBD-labeled TnC RTF fluorescence at EC20 calcium; 0% EC20 calcium, 100% full calcium; activation, % at 7.2 µM; 340,000 compounds, 0.24% hits; AID 493008, 2010;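 active = activation above the mean over all tested compounds plus 3 SD, cut at about 30% in these data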;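 note: rise in fluorescence read as greater calcium sensitivity of cardiac thin filaments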
CAL PDZ FP-1: untagged CAL PDZ binding inhibitors, primary screen, biochemical, fluorescence polarization, HTS; purified CAL PDZ, TMR-peptide fluorescence polarization, 1 h; Golgi-associated PDZ and coiled-coil motif-containing protein (Homo sapiens), Q9HD26; 300,000 compounds, 0.92% hits; AID 602252, 2012; inhibition, % at 24.9 µM;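 active = mean inhibition of at least 30% with at least half of replicates also reaching 30%; inconclusive = no clear call, values can overlap the other calls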;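 note: 0% = DMSO neutral control and 100% = excess unlabeled competitor peptide PRC23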
CAL PDZ FP-2: CAL PDZ peptide-binding inhibitors, primary screen, biochemical, fluorescence polarization, Cer-tagged CAL PDZ, HTS | Golgi-associated PDZ and coiled-coil motif-containing protein (Homo sapiens), Q9HD26 | purified CAL PDZ, TMR-peptide fluorescence polarization, 1 h | inhibition, % at 20 µM | 330,000 compounds, 0.02% hits | AID 504414, 2011;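 active = highest replicate inhibition of at least 40%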;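 note: plate controls were DMSO neutral control wells for no effect and unlabeled competitor peptide control wells for full effect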
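material = purified tagged CAL PDZ domain construct (CerCALP) | compound dosing = 20 µM, one dose | times = 1 h at RT | measured by = fluorescence polarization from S- and P-plane intensities, G-factor corrected | read-out = inhibition from polarization loss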
MITF TRPM1 HTS: activators of MITF-driven TRPM1 promoter reporter, primary screen, cell-based, SK-MEL-5, luciferase, single point | SK-MEL-5 TRPM1-promoter luciferase, 24 h; % of positive control, neutral wells = 0 | activation, % at 12.5 µM | 300,000 compounds, 0.75% hits;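 active = mean activation of at least 80% with every replicate also reaching 80%; inconclusive = mean reaches 80% but some replicate falls short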;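 note: 0% = neutral control wells and 100% = parthenolide positive control wells; values of inactives mirror those of a sister screen read the other way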
Wnt act: Wnt/beta-catenin pathway activators, primary screen, cell-based, plate reader, single point | 300,000 compounds, 1.2% hits | AID 743398, 2014 | activation, % at 9.35 µM | Wnt/beta-catenin reporter cell assay, activator; in the data active = activation above about 30%, passing the limit was not always enough; inconclusive = no clear call, values can overlap the other calls;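 note: 0% = neutral control wells and 100% = positive control wells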
Active calls of the source: *; ? = inconclusive; / = not tested or not shown.

no.	Structure	V-ATPase pHluor	CDK5 inh	Tat transport	dFosB activator	Rtt109 Vps75
1	Cc1ccc2c(c1)N(C(=O)CCC(=O)NCCCN1CCOCC1)CC(C)O2 (stereo not given)	-2	-0.4	8	-3	-3
2	COCCNC(=O)c1cc2nc(-c3ccccc3)cc(C)n2n1	1	-0.2	-10	-11	-10
3	CC(C)CNC(=O)c1cccc(NC(=O)CCc2ccccc2)c1	2	-1.0	-1	-1	12
4	OC(COCc1ccccc1)CN1CCN(c2ccccc2F)CC1 (stereo not given)	-1	-0.5	-7	0	3
5	O=C(CN1C2=NCCN2c2ccccc21)c1ccc2c(c1)OCO2	-3	1.1	-5	0	/
6	COc1ccc(S(=O)(=O)N2CCC(Cc3ccccc3)CC2)cc1NC(C)=O	-1	-0.5	-6	-7	3
7	COC(=O)c1cccc(S(=O)(=O)N(Cc2ccco2)Cc2cc3cc(OC)ccc3[nH]c2=O)c1	2	-2.1	11	-4	-8
8	C/C(=N\NC(=O)C(O)c1ccccc1)c1ccc(Cl)s1 (stereo not given)	1	0.2	7	-4	-4
9	CCOc1ccc(N2CSC3=C(C#N)C(c4ccco4)CC(=O)N3C2)cc1 (stereo not given)	-5	-1.8	-2	4	-1
10	CC(=O)Nc1cccc(NC(=O)Nc2ccc(C(C)=O)cc2)c1	-1	0.9	4	-10	-1
11	COC(=O)c1oc2ccccc2c1-n1cccc1	1	-0.7	-7	-7	24
12	Cc1nn(-c2ccccc2)c(C)c1C(=O)OCC(=O)N(C)C1CCS(=O)(=O)C1 (stereo not given)	2	-2.4	-4	-5	/

no.	RTF Ca sens act	CAL PDZ FP-1	CAL PDZ FP-2	MITF TRPM1 HTS	Wnt act
1	2	/	0.2	2	-5
2	4	-3	-0.2	10	0
3	0	3	-1.4	16	-2
4	-1	-3	-0.3	/	1
5	7	0	-2.1	4	/
6	-3	-2	-0.3	-2	1
7	3	0	-1.6	-10	/
8	4	0	/	-7	1
9	-1	2	0.5	3	-2
10	4	-7	-4.9	17	0
11	-6	-2	-1.5	-11	4
12	3	-2	-2.7	30	10

(listing goes on)
no.	Structure	V-ATPase pHluor	CDK5 inh	Tat transport	dFosB activator	Rtt109 Vps75
13	C=CCN(Cc1ccco1)S(=O)(=O)c1ccc(Cl)cc1	-3	-1.5	-8	-11	2
14	O=c1o[nH]c(-c2ccccc2)c1N=Nc1c(F)cccc1Cl	-3	-0.3	-3	7	8
15	CCOc1ncccc1C(=O)OCC(=O)Nc1c(C)cccc1C	-3	-1.8	-8	5	3
16	CCOc1c(C)cnc2c1c(=O)n(Cc1cccc(Cl)c1)c(=O)n2C	4	-9.4	33	0	-6
17	COc1cc(C2C(C#N)=C(C)NC3=C2C(=O)CC(C)(C)C3)ccc1OCCO (stereo not given)	-3	1.1	5	0	-14
18	CCCc1nc2ccccc2n1C(=S)SC	4	0.1	7	-1	-7
19	COC(=O)C(NC(=O)C(C)NC(=O)OCc1ccccc1)C(C)C (stereo not given)	12	1.1	-9	6	1
20	NC(=O)c1ccccc1NC(=O)CCCc1ccccc1	-3	-0.9	0	2	0
21	CN(CCO)CCOCCOc1cccc2ccccc12	1	-0.3	-8	-4	25
22	O=C(c1cccs1)N1CCN(Cc2cccnc2)CC1	1	-0.5	-5	-3	-2
23	CCc1ccc(S(=O)(=O)N/N=C\c2ccc3c(c2)OCO3)cc1	-3	-0.1	7	-6	7
24	C/C(=N\NC(=O)C(N)=O)c1cccc(C(F)(F)F)c1	0	-0.1	-5	1	9

no.	RTF Ca sens act	CAL PDZ FP-1	CAL PDZ FP-2	MITF TRPM1 HTS	Wnt act
13	3	-1	-1.3	-2	0
14	-3	-4	-0.8	-9	0
15	1	-6	-0.5	-7	/
16	1	-2	-1.7	-1	-1
17	-3	-1	0.2	-14	0
18	5	-8	-4.8	-1	-2
19	0	/	0.2	-1	-1
20	-1	-5	/	18	6
21	5	/	-0.9	15	2
22	-3	-2	-0.2	-11	/
23	-7	-5	-0.7	7	-2
24	2	2	-1.4	-8	1

Next part.
no.	Structure	V-ATPase pHluor	CDK5 inh	Tat transport	dFosB activator	Rtt109 Vps75
25	C/C(=N\OCC(=O)Nc1ccccc1C(=O)O)c1cccs1	-3	-1.1	-9	-9	-4
26	COc1ccc(S(=O)(=O)N2CC=C(C(=O)Nc3ccc(NC(C)=O)cc3)CC2)cc1	-1	3.8	-12	-4	12
27	CC(NC(=O)COC(=O)c1cc(NS(=O)(=O)c2ccc(Cl)c([N+](=O)[O-])c2)ccc1O)C1CC2CCC1C2 (stereo not given)	0	-1.8	5	-6	0
28	O=C(CN1C(=O)NC2(CCc3ccccc32)C1=O)c1ccc(F)c(F)c1 (stereo not given)	3	0.2	-3	-6	1
29	Cc1cccc(-n2ncc3c2CCCC3NC(=O)Cc2c(C)noc2C)c1C (stereo not given)	5	-1.3	2	-10	-6
30	CN(CC(=O)Nc1ccc(S(N)(=O)=O)cc1)c1ccccc1	0	0.4	11	-1	1
31	Cn1c2c(c(=O)[nH]c1=O)C(c1cccc(O)c1)C1=C(N2)c2ccccc2C1=O (stereo not given)	3	2.1	-4	-27	3
32	Cc1ccc(-n2c3c(c(O)c(-c4ccccc4)c2=O)C(=O)CC(C)(C)C3)cc1	1	2.5	1	-9	11
33	O=C(Nc1cccc2nsnc12)c1ccc(-c2ccc(Br)cc2)o1	-7	1.6	-4	-9	15
34	COc1ccc(N(C(=O)CNC(=O)c2ccco2)C(C(=O)NC2CCCC2)c2ccncc2)cc1 (stereo not given)	-1	0.5	3	-5	-5
35	CC(=O)c1ccc(NC(=S)Nc2cccc3ccccc23)cc1	-1	1.3	2	-5	-1
36	NC(=O)COC(=O)c1cccc(S(=O)(=O)N2CCN(c3ccc(F)cc3)CC2)c1	-1	-1.6	-5	5	2

no.	RTF Ca sens act	CAL PDZ FP-1	CAL PDZ FP-2	MITF TRPM1 HTS	Wnt act
25	-3	-2	-1.6	10	13
26	4	-1	-1.8	5	-1
27	1	0	-0.1	-2	-4
28	3	-4	-1.4	9	-4
29	-2	-2	-1.4	-9	-1
30	5	0	-0.5	-6	/
31	2	-1	-0.4	0	1
32	-4	-1	-2.5	3	1
33	11	2	0.6	-3	-4
34	1	-4	-0.7	3	-2
35	-2	-4	-2.5	-1	8
36	-3	-3	0.3	18	0

Record cards (already shown).
Listed for `Cc1ccc2c(c1)N(C(=O)CCC(=O)NCCCN1CCOCC1)CC(C)O2` (stereo not given) = V-ATPase pHluor = -2; CDK5 inh = -0.4; Tat transport = 8; dFosB activator = -3; Rtt109 Vps75 = -3; RTF Ca sens act = 2; CAL PDZ FP-1 = /; CAL PDZ FP-2 = 0.2; MITF TRPM1 HTS = 2; Wnt act = -5
Listed for `O=C(CN1C(=O)NC2(CCc3ccccc32)C1=O)c1ccc(F)c(F)c1` (stereo not given) = V-ATPase pHluor = 3; CDK5 inh = 0.2; Tat transport = -3; dFosB activator = -6; Rtt109 Vps75 = 1; RTF Ca sens act = 3; CAL PDZ FP-1 = -4; CAL PDZ FP-2 = -1.4; MITF TRPM1 HTS = 9; Wnt act = -4

More structures:
no.	Structure	V-ATPase pHluor	CDK5 inh	Tat transport	dFosB activator	Rtt109 Vps75
37	CCc1nnc(NC(=O)Nc2ccc(OC)cc2)s1	-4	2.3	-7	-7	0
38	CCOc1cc2[nH]c(=O)n(CCCN3CCN(c4ccc(OC)cc4)CC3)c(=O)c2cc1OCC	1	1.3	-8	-7	-4
39	COc1ccccc1N1C(=O)C2CC=CC(C)C2C1=O (stereo not given)	-2	-0.4	5	4	4
40	CCCN(CC(=O)Nc1ccccc1C)C(=O)c1ccc2c(c1)S(=O)(=O)N=C1CCCCCN12	2	0.7	-7	-10	1
41	O=C(NCc1ccc2c(c1)OCO2)c1ccc(=O)[nH]c1	-4	1.4	2	0	-4
42	CCNC(=O)Nc1ccccc1C(=O)OC	-3	1.0	0	6	-1
43	Cc1cc(C)nc(-n2nc(C)cc2NC(=O)CNCc2ccccc2)n1	-5	-0.9	-7	-6	7
44	COc1ccc(Nc2nc(-c3ccccc3)c(C(=O)Nc3cccnc3)s2)cc1	-2	-1.6	7	-2	-5
45	COc1ccc(Cl)cc1NC(=O)CN(C)C(=O)CCC(=O)c1cc(C)sc1C	2	2.4	-5	-7	-15
46	Cc1ccc2nc(Cl)c(C3CC(c4cccs4)=NN3C(=O)CCC(=O)O)cc2c1 (stereo not given)	-3	1.5	1	3	-5
47	O=C(CSc1nncs1)Nc1nnc(-c2ccccc2)o1	4	-1.0	-8	4	-37
48	CCOC(=O)c1c(NC(=O)c2ccccc2Cl)sc2c1CCc1ccccc1-2	-1	0.4	-1	-7	13

no.	RTF Ca sens act	CAL PDZ FP-1	CAL PDZ FP-2	MITF TRPM1 HTS	Wnt act
37	-7	0	-0.2	?	-4
38	8	-6	-0.2	-16	-1
39	4	-3	/	-2	1
40	-4	/	0.1	0	1
41	-3	-2	0.9	-13	/
42	-5	6	-0.1	-1	-1
43	2	-2	0.3	/	-1
44	0	-3	7.4	11	6
45	-6	-4	0.4	-1	-5
46	1	1	-2.3	-6	?
47	-4	-2	-2.5	0	0
48	-4	-7	-2.6	-11	-6

Following part:
no.	Structure	V-ATPase pHluor	CDK5 inh	Tat transport	dFosB activator	Rtt109 Vps75
49	CC(=O)c1cccc(N(CC(=O)NC2CCCCC2)C(=O)CCC(=O)Nc2nc(C)cs2)c1	0	0.1	33	-3	-5
50	CCCCOC(=O)n1c(=S)oc2cc(Cl)ccc21	3	-1.3	-2	-7	1
51	COc1ccc2ccc(OCC(=O)N3c4ccccc4NC(=O)CC3C)cc2c1 (stereo not given)	1	-6.7	4	-8	-1
52	COc1ccc(-c2cc(C(=O)OCC(=O)NC3CC3)c3ccccc3n2)cc1OC	7	0.5	12	0	-36
53	S=C(S)N1CCCC1	1	-0.7	1	-3	3

no.	RTF Ca sens act	CAL PDZ FP-1	CAL PDZ FP-2	MITF TRPM1 HTS	Wnt act
49	-5	-4	-3.6	-4	2
50	7	-1	-3.9	-21	?
51	1	-2	-1.7	0	-3
52	-1	/	-3.2	-4	0
53	0	-5	-0.5	9	4

Results in sequence from the list.
Entries 49 to 53 in V-ATPase pHluor, in turn: 0, 3, 1, 7, 1
